ROS inducer: cancer cell ROS induction; U2OS ROS induction, H2DCF-DA fluorescence; ROS induction (% of piperlongumine), % at 10 µM; 2% of 46,000 active; in the data active = ROS induction above about 79%, passing the limit was not always enough; inconclusive = no clear call, values can overlap the other calls;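 note: 0% = DMSO vehicle median and 100% = reference compound median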
* hit, by the source's call; ? = inconclusive. The list is partial. The share of hits here may be higher or lower than overall.

SMILES	ROS inducer
Cc1noc(C)c1NC(=O)Nc1ccc2c(c1)CC(=O)N([C@@H](C)CO)C[C@H](C)[C@@H](CN(C)C(=O)Nc1c(C)noc1C)O2	-10
C[C@@H]1CN([C@H](C)CO)C(=O)c2cccc(NC(=O)Nc3ccc(C(F)(F)F)cc3)c2O[C@@H]1CN(C)C(=O)Nc1ccc(F)cc1	21
Cc1ccc(S(=O)(=O)N(C)C[C@@H]2Oc3ccc(NC(=O)NC4CCCCC4)cc3C(=O)N([C@@H](C)CO)C[C@H]2C)cc1	9
CC(C)NC(=O)Nc1ccc2c(c1)C(=O)N([C@@H](C)CO)C[C@H](C)[C@H](CN(C)S(C)(=O)=O)O2	1
COc1ccc(NC(=O)CC2Sc3ccc(C(F)(F)F)cc3NC2=O)c(OC)c1 (centres undefined)	-17
CO[C@@H]1CC(OC2CCC3(C)C(CCC45CCC(C6=CC(=O)OC6)C(C)(CCC43)C5=O)C2)O[C@H](C)[C@@H]1O[C@@H]1O[C@H](CO[C@@H]2O[C@H](CO)[C@@H](O)[C@H](O)[C@H]2O)[C@@H](O)[C@H](O)[C@H]1O (some centres undefined)	1
C[C@@H]1CN([C@@H](C)CO)C(=O)c2cc(NC(=O)CCCCCC(=O)Nc3ccccc3N)ccc2O[C@@H]1CN(C)C(=O)NC1CCCCC1	-1
COc1ccc(S(=O)(=O)N(C)C[C@@H]2Oc3ccc(NS(=O)(=O)c4ccccc4)cc3CC(=O)N([C@@H](C)CO)C[C@@H]2C)cc1	4
N#Cc1ccc(C=NCCN2CCNC2=O)cc1	-4
O=C(COc1ccccc1Br)NCc1cccnc1	-6
O=C(CCCCCCC(=O)N/N=C\c1cccc(Br)c1)NO	10
NS(=O)(=O)c1ccc(NC(=O)C2CCCNC2=O)cc1 (centres undefined)	-8
CCOc1ccc(/C=C(\NC(=O)c2ccccc2)C(=O)NC)c2ccccc12	4
Cc1ccc(C)n1-c1ccc(C(=O)OCC(=O)c2ccc(Cl)cc2)cc1	14
NC(=S)c1ccc(C(F)(F)F)cc1Cl	-14
C[C@@H]1CCCCO[C@@H](CN(C)Cc2ccc(Cl)c(Cl)c2)[C@@H](C)CN([C@H](C)CO)C(=O)c2cc(NS(=O)(=O)c3cn(C)cn3)ccc2O1	-3
C[C@H](CO)N1C[C@H](C)[C@H](CN(C)C(=O)Nc2ccc3c(c2)OCO3)Oc2ccc(NS(=O)(=O)c3cccs3)cc2CC1=O	6
CCOc1ccc(NC(C)=O)cc1	-2
OC(COc1ccc2ccccc2c1)Cn1cncn1 (centres undefined)	-6
C[C@H]1CN([C@@H](C)CO)C(=O)c2cc(NC(=O)CCN3CCOCC3)ccc2O[C@H]1CN(C)Cc1ccc(Cl)c(Cl)c1	0
C[C@@H]1CN([C@H](C)CO)C(=O)c2cc(NC(=O)C3CC3)ccc2O[C@@H]1CN(C)S(=O)(=O)c1cn(C)cn1	-6
CCC(=O)NC(c1c(C)[nH]n(-c2ccccc2)c1=O)(C(F)(F)F)C(F)(F)F	-5
C[C@H](CO)N1C[C@H](C)[C@@H](CN(C)S(=O)(=O)c2cccs2)Oc2ccc(NS(=O)(=O)c3ccccc3)cc2C1=O	-5
C[C@H](CO)N1C[C@H](C)[C@H](CN(C)S(=O)(=O)c2ccc(F)cc2)Oc2ccc(NC(=O)c3ccncc3)cc2C1=O	-2

Sorted by heavy-atom count (low to high): 5 of the compounds above.
SMILES	ROS inducer
CCOc1ccc(NC(C)=O)cc1	-2
OC(COc1ccc2ccccc2c1)Cn1cncn1 (centres undefined)	-6
CCOc1ccc(/C=C(\NC(=O)c2ccccc2)C(=O)NC)c2ccccc12	4
C[C@@H]1CN([C@H](C)CO)C(=O)c2cc(NC(=O)C3CC3)ccc2O[C@@H]1CN(C)S(=O)(=O)c1cn(C)cn1	-6
C[C@H](CO)N1C[C@H](C)[C@@H](CN(C)S(=O)(=O)c2cccs2)Oc2ccc(NS(=O)(=O)c3ccccc3)cc2C1=O	-5

Compounds from the list above that contain bromine (two):
SMILES	ROS inducer
O=C(COc1ccccc1Br)NCc1cccnc1	-6
O=C(CCCCCCC(=O)N/N=C\c1cccc(Br)c1)NO	10

(more compounds)
SMILES	ROS inducer
CN(NS(=O)(=O)c1ccc(Cl)cc1)c1cnn(C)c(=O)c1Cl	-5
CCOc1ccc(NC(=O)c2c(OC)cccc2OC)cc1	-31
COC(=O)CN(c1ccccc1)S(=O)(=O)c1ccc(C)cc1	-12
CSc1ncc(Cl)c(C(=O)Nc2sc3c(c2C(=O)NCc2ccco2)CCC3)n1	-4
O=C1C=C(SCC(=O)c2ccccc2)SC(c2ccc(Cl)cc2)C1 (centres undefined)	20
C[C@@H]1CN([C@H](C)CO)C(=O)c2cccc(NC(=O)c3ccc(-c4nccs4)cc3)c2O[C@H]1CN(C)C(=O)Nc1ccc(F)cc1	-9
C[C@H](CO)N1C[C@H](C)[C@@H](CN(C)S(=O)(=O)c2ccc(F)cc2)Oc2c(NS(=O)(=O)c3ccccc3)cccc2C1=O	-5
CNC[C@H]1OCCCC[C@@H](C)Oc2ccc(NC(=O)C3CCCCC3)cc2C(=O)N([C@H](C)CO)C[C@@H]1C	-3
N#C/C(=C\c1ccc(C2=CCOc3ccccc32)s1)S(=O)(=O)c1ccccc1	-7
C=CCNC(=S)Nn1c(C)nnc1-n1nc(C)cc1C	6
C[C@@H]1CN([C@H](C)CO)C(=O)c2cccc(NS(=O)(=O)c3cccs3)c2O[C@H]1CN(C)C(=O)Nc1ccc(C(F)(F)F)cc1	-3
Cc1cc(I)ccc1NC(=O)CN(c1ccccc1F)S(C)(=O)=O	7
Cc1ccccc1-c1nnc(SCC(=O)Nc2ccc(Br)c(C)c2C)n1C	1
CCOC(=O)N1CCN(CC(O)COc2c(OC)cccc2OC)CC1 (centres undefined)	-7
Cc1ccc(NS(=O)(=O)c2cc(C(=O)NCC3CCCO3)ccc2Cl)cc1C (centres undefined)	-9
C[C@@H]1CCCCO[C@@H](CN(C)Cc2ccc(Cl)c(Cl)c2)[C@@H](C)CN([C@H](C)CO)C(=O)c2cc(NC(=O)NC3CCCCC3)ccc2O1	50
Cc1cc(-c2ccc(F)cc2)nc2cc(C(=O)Nc3ccccc3C(F)(F)F)nn12	18
CCOC(=O)c1cncc(C#CCOC(=O)c2ccc(Cl)cn2)c1	-5
C[C@@H]1CCCCO[C@@H](CN(C)C(=O)C2CCCCC2)[C@@H](C)CN([C@H](C)CO)C(=O)c2cc(NC(=O)CCC(F)(F)F)ccc2O1	17
Cc1noc(C)c1NC(=O)N(C)C[C@@H]1Oc2ccc(NC(=O)Nc3cccc4ccccc34)cc2CC(=O)N([C@H](C)CO)C[C@H]1C	67
CC(=O)Nc1ccccc1NS(=O)(=O)c1ccccc1[N+](=O)[O-]	-4
N#Cc1c(-c2ccccc2Cl)cc(C2CC2)nc1N	6
Cc1cc(C)c(NC(=S)NC(=O)c2ccccc2)c(C)c1	31
CC(C)(O)CCCC(C)(O)c1ccc(C(=O)O)cc1O (centres undefined)	-3
COc1ccc(NC(=O)Nc2ccc3c(c2)C(=O)N([C@@H](C)CO)C[C@H](C)[C@H](CN(C)S(C)(=O)=O)O3)cc1	3
CN(C)c1nc(NC(C)(C)C)nc(SCC(=O)Nc2ccccc2)n1	-6
CC(C)NC(=O)Nc1cccc2c1O[C@H](CN(C)S(=O)(=O)c1ccc(F)cc1)[C@@H](C)CN([C@H](C)CO)C2=O	3
O=C(CC(C(=O)O)n1ccnc1)c1ccc(C2CCCCC2)cc1 (centres undefined)	12
Cc1cc(Cl)c(S(=O)(=O)Nc2ccc(F)cc2)cc1OCC(N)=O	-7
C[C@@H]1CN([C@@H](C)CO)C(=O)c2cccc(NC(=O)C3CCOCC3)c2O[C@@H]1CN(C)C(=O)NC1CCCCC1	-10
c1ccc(C2(Cn3ccc4ccccc43)OCCO2)cc1	57
CC1(C)CC[C@]2(C(=O)O[C@@H]3O[C@H](CO)[C@@H](O)[C@H](O)[C@H]3O)CC[C@]3(C)C(=CCC4[C@@]5(C)CC[C@H](O[C@@H]6O[C@H](C(=O)O)[C@@H](O)[C@H](O)[C@H]6O)C(C)(C)C5CC[C@]43C)C2C1 (some centres undefined)	-3
Cc1noc(C)c1NC(=O)Nc1ccc2c(c1)CC(=O)N([C@@H](C)CO)C[C@H](C)[C@H](CN(C)Cc1ccncc1)O2	5
COc1ccc(S(=O)(=O)Nc2ccc3c(c2)C(=O)N([C@H](C)CO)C[C@@H](C)[C@@H](CN(C)Cc2ccc(Cl)c(Cl)c2)O3)cc1	22
Cc1ccc(-c2cc(C(=O)NCCCn3ccnc3)no2)cc1	7
C[C@@H]1CN([C@H](C)CO)C(=O)Cc2cc(NC(=O)Cn3cnnn3)ccc2O[C@@H]1CN(C)S(C)(=O)=O	3
CC(C)=C1N=C(c2ccccc2)OC1=O	-6
CCOc1ccccc1C(=O)NCCc1cn2ccc(C)cc2n1	-12
C[C@H]1CN([C@@H](C)CO)C(=O)c2cc(NC(=O)CCN3CCOCC3)ccc2O[C@@H]1CN(C)Cc1ccc(Cl)c(Cl)c1	-1
CCCNC(=O)[C@@H]1c2ccccc2C(=O)N(Cc2ccccc2OC)[C@H]1c1ccc(CO)cc1	?
CCCN(CCC)S(=O)(=O)c1ccc(C(=O)NN)cc1	?
O=S(=O)(NCC(c1cccnc1)N1CCN(Cc2ccccc2)CC1)c1ccccc1 (centres undefined)	-9
COc1ccc(S(=O)(=O)Nc2ccc3c(c2)C(=O)N([C@@H](C)CO)C[C@@H](C)[C@@H](CN(C)S(=O)(=O)c2ccc(F)cc2)O3)cc1	31
C[C@H]1CN([C@@H](C)CO)C(=O)CCCn2cc(nn2)CO[C@@H]1CN(C)Cc1ccccc1C(F)(F)F	3
COc1cccc(OC)c1/C=N/NC(=O)c1cccc(C(=O)NO)c1	-5
C[C@H](CO)N1C[C@H](C)[C@H](CN(C)C(=O)CCCN(C)C)OCc2cn(nn2)CCCC1=O	19
C[C@@H]1CCCCO[C@@H](CN(C)Cc2ccccc2)[C@@H](C)CN([C@H](C)CO)C(=O)c2cc(N(C)C)ccc2O1	-4
C[C@H]1CN([C@@H](C)CO)C(=O)Cc2cc(NC(=O)C3CC3)ccc2O[C@@H]1CN(C)C(=O)NC1CCCCC1	-2
C[C@@H]1CCCCO[C@@H](CN(C)C(=O)c2ccccc2)[C@@H](C)CN([C@H](C)CO)C(=O)c2cc(NC(=O)CCCCCC(=O)Nc3ccccc3N)ccc2O1	-3
COc1ccc(CN(C)C[C@H]2Oc3ccc(NS(=O)(=O)c4ccc(F)cc4)cc3C(=O)N([C@H](C)CO)C[C@@H]2C)cc1	20
COc1ccc(NC(=O)Nc2ccc3c(c2)CC(=O)N([C@H](C)CO)C[C@@H](C)[C@H](CN(C)C(=O)Nc2ccc(OC)cc2)O3)cc1	-8
COc1cccc(-c2nc(SCC(=O)Nc3cccc(C(F)(F)F)c3)[nH]c(=O)c2C#N)c1	3
COC(=O)c1cnn(-c2ccccc2)c1N	24
COc1ccc(NC(=O)N(C)C[C@H]2Oc3ccc(NC(=O)c4ccncc4)cc3CC(=O)N([C@@H](C)CO)C[C@H]2C)cc1	5
O=C(O)CCNc1ncnc2sc3c(c12)CCCC3	23
COc1cccc([C@H]2Nc3ccc(S(=O)(=O)Nc4ccc(C)c(C)c4)cc3[C@H]3C=CC[C@H]32)c1OC	42
COc1ccc(CN(C)C[C@H]2Oc3c(NS(=O)(=O)c4ccccc4)cccc3C(=O)N([C@H](C)CO)C[C@@H]2C)cc1	6
NC(=O)[C@@H]1[C@H]2C(=O)O[C@H](c3ccccc3)[C@H](c3ccccc3)N2[C@H](c2ccc(OCCO)cc2)[C@@]12C(=O)Nc1ccc(C#CC3(O)CCCCCC3)cc12	2
C[C@H]1CN([C@@H](C)CO)C(=O)Cc2cc(NS(=O)(=O)c3ccc(F)cc3)ccc2O[C@H]1CN(C)C(=O)Nc1ccc(F)cc1	-16
Cc1noc(C)c1NC(=O)Nc1cccc2c1O[C@H](CN(C)Cc1ccc(Cl)c(Cl)c1)[C@H](C)CN([C@H](C)CO)C2=O	-5

The list goes on.
SMILES	ROS inducer
O=C(NCCCc1nc2ccccc2[nH]1)c1ccco1	-6
Nc1nc(Cl)nc2c1ncn2C1C[C@@H](O)C(CO)O1 (some centres undefined)	1
COc1ccc(NC(=O)CN2CCN(S(=O)(=O)c3ccc(C)cc3C)CC2)cc1	3
CC(C)OC(=O)c1cc(N)c2c(-c3ccc(F)cc3)c(-c3cccs3)sc2n1	20
C[C@@H]1CCCCO[C@@H](CN(C)C(=O)Cc2ccccc2)[C@@H](C)CN([C@H](C)CO)C(=O)c2cc(NC(=O)Cc3ccccc3)ccc2O1	18
Cc1sc(/N=C/N(C)C)c(C(=O)c2ccc(Cl)cc2)c1C	3
CC(=O)O[C@@]1(C)C[C@@H](OC(=O)/C=C/c2ccc(O)cc2)[C@@H]2C(C(=O)O)=COC(O[C@@H]3O[C@H](CO)[C@@H](O)[C@H](O)[C@H]3O)[C@@H]21 (some centres undefined)	-6
C=C(CO)[C@]1(O)C[C@@]2(C)C(=CC1=O)C=C[C@@H](O)[C@@H]2C	1
CCOc1ccc(NC(=O)CC2NC3CCCCC3NC2=O)cc1 (centres undefined)	0
Cc1ccc(N(C(=O)COc2ccc(C(C)(C)C)cc2)C2C=CS(=O)(=O)C2)cc1 (centres undefined)	-4
COC(=O)C(Cc1c[nH]c2ccccc12)NS(=O)(=O)c1ccc(Cl)cc1 (centres undefined)	2

Pulled one by one from the list above:
SMILES	ROS inducer
NC(=S)c1ccc(C(F)(F)F)cc1Cl	-14
COc1ccc(CN(C)C[C@H]2Oc3c(NS(=O)(=O)c4ccccc4)cccc3C(=O)N([C@H](C)CO)C[C@@H]2C)cc1	6
c1ccc(C2(Cn3ccc4ccccc43)OCCO2)cc1	57
C[C@@H]1CN([C@H](C)CO)C(=O)c2cccc(NC(=O)Nc3ccc(C(F)(F)F)cc3)c2O[C@@H]1CN(C)C(=O)Nc1ccc(F)cc1	21
Cc1ccc(N(C(=O)COc2ccc(C(C)(C)C)cc2)C2C=CS(=O)(=O)C2)cc1 (centres undefined)	-4
